ATXN2 expr inh: Primary qHTS for Inhibitors of ATXN expression; HEK-293 ATXN2-luciferase reporter, luminescence, 24 h; Potency, µM (series often up to 57 µM), for inactives: top-dose activity change, negative = inhibition, actives largely listed as inhibitors; hit rate 0.72% among 360,000; further: potency means the concentration at half of the fitted maximal effect; on the % scale 0 is the no-effect control and ±100 the full control effect; nearly all actives have a fitted effect of over 55% in size
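ATXN2-luciferase reporter cells (luciferase flanked by upstream and downstream ATXN2 gene portions) were treated 24 h at 37 °C with compounds at up to 57 uM. SteadyGlo luminescence gave expression; GF-AFC fluorescence gave viability.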
HT1080 IDH1KD tx: qHTS for induction of synthetic lethality in tumor cells producing 2HG: qHTS for the HT-1080-IDH1KD cell line; hit rate 2% among 360,000; Potency, µM (doses to about 46.1 µM), for the others: top-dose activity, negative = toxicity, most hits filed as cytotoxic; HT-1080 IDH1 knockdown viability, ATP luminescence, 48 h; AID 686971, 2013;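 further: potency means the concentration at half of the fitted maximal effect; 0% = DMSO wells and -100% = cell-free medium wells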
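Knockdown cells (IDH1KD HT-1080) received compounds 2 h after plating at 750 cells/well and were kept 48 h at 37 °C in 5% FBS RPMI. A CellTiter-Glo luminescence read gave % activity for curve fitting.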
HepG2 viability: qHTS for Inhibitors of TGF-b: Cytotox Counterscreen | HepG2 CAGA-GFP viability, ATP luminescence, 18 h | Potency, µM (titrated, usually from 46.1 µM), for inactives: at the top dose activity change, negative = cytotoxicity, usual class: cytotoxic | hit rate 0.76% among 410,000; further: potency means the concentration at half of the fitted maximal effect; some results filed as inactive show a strong effect at the top dose
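HepG2 CAGA-GFP cells (1000/well, DMEM with 1% FBS) received compound, then TGF-beta at 500 pg/mL final, and were incubated 18 hours at 37 degrees C. Viability was read by CellTiter-Glo luminescence. Media-only wells were set as complete cell-killing and DMSO as no toxicity.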
SW480 rereplic: A quantitative high throughput screen for small molecules that induce DNA re-replication in SW480 colon adenocarcinoma cells; Potency, µM (highest dose often 46.1 µM), for inactives: top-dose re-replication activation, usual class: activators; SW480 DNA re-replication, Hoechst DNA content imaging, 48 h; AID 624297, 2012; hit rate 1.8% among 340,000; further: potency means the concentration at half of the fitted maximal effect; % of control where 0% means no effect; nearly all actives have a fitted effect of over 55% in size
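First, 250 cells per well were seeded. Next, compound or vehicle (23 nL) was pinned in, plates sat 48 hr at 37 C. Finally Hoechst was added for 40 min before fluorescence scanning.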
IL1B secr inh: qHTS for Inhibitors of Inflammasome Signaling: IL-1-beta AlphaLISA Primary Screen | THP-1 LPS/ATP IL-1B secretion, AlphaLISA, 16 h; stronger effect = lower value | activity change, % at 57.5 µM | hit rate 4.7% among 360,000 | AID 743279, 2014; in the data active means activity change below about -50%; inconclusive means mostly about -30% to -49%; further: on the % scale 0 is the no-effect control and ±100 the full control effect
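Secreted IL-1B measured by AlphaLISA bead assay after 16 h compound exposure of THP-1 cells; compounds (final up to 57.5 uM) added 1 h before LPS (250 ng/mL) and ATP (1.25 mM) stimulation; lower signal means less secretion.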
S2 tox: Viability Counterscreen for Primary qHTS for Inhibitors of ATXN expression. hit rate 0.49% among 400,000. Potency, µM (titrated, usually from 56.7 µM), usual class: cytotoxic. S2 cells (HEK-293 line with an ATXN2-luciferase reporter) viability, CellTiter-Fluor protease fluorescence, 24 h; further: potency means the concentration at half of the fitted maximal effect; nearly all actives have a fitted effect of over 40% in size
HT1080NT lethal: qHTS for induction of synthetic lethality in tumor cells producing 2HG: qHTS for the HT-1080-NT fibrosarcoma cell line; HT-1080-NT fibrosarcoma viability, CellTiter-Glo ATP luminescence, 48 h; Potency, µM (highest dose often 46.1 µM), for inactives: at the top dose activity, negative = less viability, usual class: cytotoxic; hit rate 1.6% among 360,000;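 further: NT is the 2HG producing partner of a matched IDH1 knockdown line; potency means the concentration at half of the fitted maximal effect; 0% = DMSO-treated cells and -100% = media-only wells without cells; nearly all actives have a fitted effect of over 55% in size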
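Viability by CellTiter-Glo luminescence after 48 h compound exposure at 37C of HT-1080-NT cells (750/well, RPMI, 5% FBS). % activity scaled between DMSO wells and medium-only wells, then curve-fitted and categorized by curve class.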
MCF10A rerep: A quantitative high throughput screen for small molecules that induce DNA re-replication in MCF 10a normal breast cells. MCF 10A DNA re-replication, Hoechst nuclear intensity, 48 h. Potency, µM (titrated, usually from 46.1 µM), for the others: at the highest dose activity, positive = re-replication, most hits filed as activators. hit rate 2.9% among 350,000; further: potency means the concentration at half of the fitted maximal effect; % of control where 0% means no effect; nearly all actives have a fitted effect of over 50% in size
KB-3-1 cytotox: qHTS assay for MDR1-selective chemotherapeutics: Primary screen using the parental adenocarcinoma cell KB-3-1; KB-3-1 viability, CellTiter-Glo ATP luminescence, 72 h; AID 1347075, 2019; hit rate 1.4% among 400,000; Potency, µM (top dose mostly 46.1 µM), inactives show at the top dose activity change, negative = cytotoxic, most hits filed as cytotoxic; further: potency means the concentration at half of the fitted maximal effect; on the % scale 0 is the no-effect control and ±100 the full control effect; nearly all actives have a fitted effect of over 60% in size
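KB-3-1 parental drug-naive adenocarcinoma cells in DMEM/10% FBS, incubated 72 h at 37 C with pin-transferred compounds across a concentration series. Viability by CellTiter-Glo luminescence; concentration-response curves fitted after normalization.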
An asterisk follows results filed as active; i = inactive; ? = inconclusive; / = not tested or not shown; [ ] = dose if it differs, or a comment. Unless noted, the call rests on the fitted dose curve; in most records, active means well fitted curve in the direction sought with a large enough effect; inconclusive means small, poorly fitted or top-dose-only effect, or another doubt; inactive means no such curve, though single readings can be large; an effect the other way counts as inactive or inconclusive.

Structure	ATXN2 expr inh	HT1080 IDH1KD tx	HepG2 viability	SW480 rereplic	IL1B secr inh	S2 tox	HT1080NT lethal	MCF10A rerep	KB-3-1 cytotox
CCN1CCN(C(=O)c2ccc(Cl)c(S(=O)(=O)N3CCCCCC3)c2)CC1	20.8%	-5.3%	-2.9%	1.3%	22.7	i	1.2%	-0.1%	-14.1%
Cc1ccc(CN2CCN(c3ncccn3)CC2)c(C)c1	-11.7%	-0.6%	-1.0%	-0.7%	-2.3	i	3.1%	4.3%	-3.6%
CCOC(=O)C1=C(COC(=O)c2cccnc2Cl)NC(=O)NC1C (stereo unspecified)	3.2%	17.8%	4.5%	-1.1%	-5.7	i	18.6%	11.1%	7.3%
Cc1ccc(C)c(SCc2noc(C(=O)NC(C)C)c2C(=O)O)c1	38.7%[activator]	-14.8%	-18.4%	-7.3%	-1.9	i	?	?	-7.3%
Cc1ccc(S(=O)(=O)N2[C@@H](c3ccc(C(C)(C)C)cc3)C(C(=O)O)=CC[C@H]2c2cccc(Cl)c2)cc1	-31.8%	?	-44.8%	?	-18.0	?	?	?	0.0%
Cc1ccc(N(CC(=O)O)S(=O)(=O)c2cccc3nonc23)cc1	-1.6%	7.8%	-3.1%	-5.9%	41.4	?	13.2%	1.8%	-6.6%
CC1(c2ccc(C#N)cc2)NC(=O)N(CC(=O)Nc2cc(S(=O)(=O)N3CCOCC3)ccc2Cl)C1=O (stereo unspecified)	/	-2.8%	-6.5%	-9.6%	-26.5	i	2.4%	20.3%	1.7%
CCC(=O)Nc1ccc(Cl)c(NC(=S)NC(=O)COc2ccc(Cl)cc2)c1	-16.6%	-26.6%	0.5%	-3.6%	19.1	i	-22.4%	?	13.4%
Cc1cc(C)c2c(c1)cc(C)c1nnc(SCC(=O)Nc3cc(C)on3)n12	-9.7%	?	-4.9%	1.6%	10.7	i	6.31µM*	19.4%	?
Brc1ccccc1C1=Nn2c(nnc2-c2ccccc2)SC1	-7.7%	-26.9%	-14.2%	-0.1%	-18.7	?	?	24.1%	-0.3%
Nn1c(SCC(=O)NC(=O)NCc2ccccc2)nnc1C1CC1	-1.1%	-2.3%[9.24 µM]	2.7%	-5.8%	28.2	i	5.1%	14.0%	-6.2%
O=c1ccnc(Nc2ccc3c(c2)OCCO3)[nH]1	-10.2%	10.8%	-1.1%	-1.3%	26.0	i	11.9%	-1.9%	-2.4%
O=S(=O)(c1ccccc1)C(Br)S(=O)(=O)c1ccccc1	/	5.5%	-27.0%	/	-17.9	i	0.8%	/	-28.8%
O=C1c2ccccc2C(=O)N1CCCON1C(=O)c2ccccc2C1=O	4.6%	16.6%	0.3%	-4.2%	10.8	i	17.2%	4.8%	19.9%
Cc1nn(C)c(C)c1CNC(=O)Nc1cccc(Cl)c1C	10.0%	1.7%	-15.5%	1.3%	21.2	i	5.4%	0.7%	-27.2%
O=C1CS/C(=N/N=C/c2ccco2)N1Cc1ccc(F)cc1	/	-2.2%	-17.3%	23.8%	3.5	i	1.7%	6.6%	-14.9%
CCOc1ccc(C(=O)NCC(=O)N2CCCCCCC2)cc1OCC	5.6%	-3.7%	0.7%	-8.0%	-13.2	i	-0.9%	0.3%	-4.4%
COc1cc(C(=O)N=c2sc3ccccc3n2C)cc(OC)c1OC	/	-0.6%	-14.2%	-29.8%	23.0	?	-1.8%	-1.5%	5.2%
CCS(=O)(=O)c1ccc(O)c(NC(=O)COc2ccccc2)c1	0.1%	21.1%	4.1%	-4.7%	-3.1	i	21.3%	12.6%	0.0%
O=C1CN(C(=O)COC(=O)[C@@H]2CC(O)CN2S(=O)(=O)c2ccc(Cl)cc2)c2ccccc2N1 (stereo partly specified)	-12.0%	-4.4%	5.2%	-6.2%	-27.3	i	-10.2%	6.4%	/
O=C(COc1ccc(F)c(Cl)c1)N1CCCCCCC1	11.6%	1.4%	3.4%	-2.1%	15.7	i	6.7%	0.9%	0.3%
COCc1cc(C)n(CC(=O)Nc2cccc(C(C)=O)c2)c(=O)c1C#N	0.4%	/	-3.0%	/	/	i	/	/	8.9%
COc1cc(OC)cc(C(=O)NNC(=O)c2cc3ccccc3cc2O)c1	/	-23.9%	-23.1%	-5.9%	1.2	?	-20.7%	-2.8%	?
Cc1oc(S(=O)(=O)N2CCCCC2)cc1NC(=O)Nc1ccc(F)cc1	/	8.2%	0.3%	-8.2%	-1.9	?	-0.9%	8.4%	2.8%
O=C(N/C(=C\c1ccc(Br)cc1)C(=O)N1CCOCC1)c1ccc(Br)o1	1.2%	-0.8%	3.0%	-8.1%	-13.5	i	-2.4%	0.0%	4.2%
CSc1nc2sc3c(c2c(=O)[nH]1)CCC3	-10.1%	15.8%	14.5%	-5.1%	5.9	i	16.8%	5.9%	-1.0%
COCCn1nnnc1CN1CCC(NC(=O)Nc2cccc(OC)c2)CC1	0.6%	9.7%	-9.5%	-2.2%	3.1	i	1.9%	5.0%	10.0%
O=C(Nc1ccc(F)cc1)[C@H](Cc1ccccc1)N1Cc2ccccc2C1=O	-0.4%	/	-4.7%	/	/	?	/	/	7.2%
NC(=O)c1ccc(NC(=O)CN2CCN(C(=O)c3ccco3)CC2)cc1	5.8%	10.3%	-1.3%	13.6%	?	i	-1.4%	-1.7%	-0.7%
Cc1ccc(C#CC(C)(O)C(C)(C)C)cn1 (stereo unspecified)	/	18.3%	-0.4%	-16.0%	-10.8	i	11.7%	-1.7%	6.3%

Exported field by field: entries from further up
Molecule: NC(=O)c1ccc(NC(=O)CN2CCN(C(=O)c3ccco3)CC2)cc1
  ATXN2 expr inh: 5.8% | HT1080 IDH1KD tx: 10.3% | HepG2 viability: -1.3% | SW480 rereplic: 13.6% | IL1B secr inh: ? | S2 tox: i | HT1080NT lethal: -1.4% | MCF10A rerep: -1.7% | KB-3-1 cytotox: -0.7%

Molecule: Cc1ccc(C#CC(C)(O)C(C)(C)C)cn1 (stereo unspecified)
  ATXN2 expr inh: / | HT1080 IDH1KD tx: 18.3% | HepG2 viability: -0.4% | SW480 rereplic: -16.0% | IL1B secr inh: -10.8 | S2 tox: i | HT1080NT lethal: 11.7% | MCF10A rerep: -1.7% | KB-3-1 cytotox: 6.3%

Next structures.
Structure	ATXN2 expr inh	HT1080 IDH1KD tx	HepG2 viability	SW480 rereplic	IL1B secr inh	S2 tox	HT1080NT lethal	MCF10A rerep	KB-3-1 cytotox
CN1C(=O)/C(=C\c2ccc(-c3ccccc3)o2)SC1=S	9.8%	4.0%	4.4%	-4.2%	13.2	i	-1.2%	?	-2.0%
O=C(O)/C=C/C(=O)Nc1ccc(S(=O)(=O)N2CCCC2)cc1	/	5.9%	7.0%	-1.6%	-13.4	i	14.4%	-0.8%	2.9%
Cc1ccc(S(=O)(=O)N2CCN(C(=O)NCc3ccc(C(=O)O)cc3)CC2)cc1	-2.0%	1.1%	7.9%	-2.3%	-4.8	i	-1.7%	5.6%	50.0%
Cc1ccc(S(=O)(=O)CCC(=O)Nc2ccc3c(c2)OCO3)cc1	2.9%	3.6%	-4.9%	-3.8%	21.0	i	7.2%	11.6%	5.5%
Cn1c(=O)c2c(nc(CN3CCC(Cc4ccccc4)CC3)n2CCN2CCOCC2)n(C)c1=O	-10.2%	0.8%	-0.8%	-0.4%	0.0	i	-0.4%	-2.0%	-6.0%
Cc1nn(-c2ccccc2)nc1C(=O)OCC(=O)N1CCC(C)CC1	9.2%	0.3%	-1.2%	-10.1%	-10.2	i	-1.7%[9.24 µM]	3.7%	-0.2%
Nc1ncnc2c1ncn2[C@@H]1O[C@H](C(=O)NS(=O)(=O)c2ccccc2[N+](=O)[O-])[C@@H](O)[C@H]1O	-0.8%	26.0%	0.7%	/	23.4	i	23.1%	/	0.0%
COc1ccc(N2CCN(C(=O)C3COc4ccccc4O3)CC2)cc1 (stereo unspecified)	7.4%	4.9%	4.2%	0.4%	-13.7	i	7.2%	16.9%	0.6%
Cc1cc(C)c(NC(=O)C2CCCN2CCOC(=O)c2ccccc2)c(C)c1 (stereo unspecified)	-11.3%	15.0%	0.9%	1.6%	21.9	i	14.6%	-1.3%	-20.6%
O=C(NCc1ccccn1)C(C(=O)c1ccc(F)cc1)n1ccccc1=O (stereo unspecified)	0.4%	-0.4%	-5.0%	-0.9%	-4.8	i	-2.0%	15.3%	4.5%
Fc1ccc(N2CCN(Cc3nnc(-c4ccccc4)o3)CC2)cc1	-13.3%	3.6%	1.6%	?	9.8	i	-0.9%	-2.5%	-24.4%
O=C(Nc1ccc(Br)cc1)c1cccnc1N1CCCCC1	1.6%	-25.2%	-10.4%	13.5%	38.7	i	10.6%[9.24 µM]	?	-16.0%
COc1ccc(-c2oc3ncn4nc(COc5ccccc5)nc4c3c2-c2ccc(OC)cc2)cc1	-10.5%	-5.0%	-4.7%	4.6%	5.6	i	-21.4%	0.8%	-2.0%
COc1ccc(/C=C(\C#N)C(=O)Nc2cccc(C)n2)cc1	3.5%	8.1%	-5.3%	-1.5%	4.7	i	10.1%	3.7%	3.9%
CCCCN1C2=C(C(=O)CCC2)C(c2ccc(Cl)c(Cl)c2)C2=C1c1ccccc1C2=O (stereo unspecified)	-16.5%	5.7%	-4.5%	-4.2%	-10.7	?	1.9%	8.6%	-27.3%
COCc1cc(Sc2ccc(Cl)cc2)nc(-c2ccccc2)n1	-5.4%	-8.1%	-4.4%	16.5%	38.0	i	-10.6%	?	-11.8%
CCCN(CC(=O)Nc1cc(C)on1)CC(=O)Nc1ccccc1C	9.0%	1.9%	1.6%	-4.0%	10.6	i	8.8%	-0.5%	1.5%
CCOC(=O)c1cc(S(=O)(=O)Nc2ccc(OC(F)(F)F)cc2)[nH]n1	1.4%	/	-31.7%	/	/	i	/	/	-2.1%

Screening results from PubChem BioAssay.

Random draw from the library (roughly 8.9% active in at least one column).
